Compound activity as filed in PubChem.
OX1R FRET antag: antagonists of human orexin 1 receptor (OX1R); Orexin/Hypocretin receptor type 1 (Homo sapiens), O43613; OX1R-expressing cells, FRET antagonist read-out; inhibition, % at 6.6 µM; actives 1.8% (n = 330,000); AID 485270, 2010; in the data active means inhibition mostly above about 38%, no sharp cut-off; inactive means mostly below about 40%;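 further: 0% = agonist challenge alone and 100% = reference antagonist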
Target sequence (O43613 whole entry, looked up): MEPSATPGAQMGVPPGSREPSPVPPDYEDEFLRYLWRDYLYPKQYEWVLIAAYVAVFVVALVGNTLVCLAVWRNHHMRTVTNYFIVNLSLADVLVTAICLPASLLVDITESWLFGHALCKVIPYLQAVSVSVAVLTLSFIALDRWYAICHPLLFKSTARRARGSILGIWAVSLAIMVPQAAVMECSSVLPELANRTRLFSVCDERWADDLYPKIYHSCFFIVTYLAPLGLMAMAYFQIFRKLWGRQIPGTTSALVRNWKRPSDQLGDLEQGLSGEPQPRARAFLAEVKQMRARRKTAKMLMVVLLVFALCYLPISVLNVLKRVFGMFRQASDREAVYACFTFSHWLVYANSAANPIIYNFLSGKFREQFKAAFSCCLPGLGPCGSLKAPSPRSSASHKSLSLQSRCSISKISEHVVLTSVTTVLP
KCNQ2 inh: KCNQ2 potassium channel inhibitors, primary screen, cell-based, CHO-K1, FluxOR thallium flux, B-score (AID 2156); Potassium voltage-gated channel subfamily KQT member 2 (Rattus norvegicus), O88943; 20 min; stronger effect = lower value; B-score at 10 µM; actives 1.1% (n = 310,000);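 active means fluorescence ratio B-score at most minus 3 library SDs, with starting brightness B-score within 2 library SDs, cut at about -5.5 in these data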
STK33 inh: inhibitors of purified STK33 kinase, primary screen, biochemical, ADP-Glo luminescence, homogeneous, cell-free; Serine/threonine-protein kinase 33 (Homo sapiens), Q9BYT3; MBP phosphorylation; inhibition, % at 10 µM; actives 0.073% (n = 320,000);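 active means inhibition at or above 25%, using the most active replicate where run in duplicate; inactive means inhibition below 25%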
Target sequence (Q9BYT3 whole entry, looked up): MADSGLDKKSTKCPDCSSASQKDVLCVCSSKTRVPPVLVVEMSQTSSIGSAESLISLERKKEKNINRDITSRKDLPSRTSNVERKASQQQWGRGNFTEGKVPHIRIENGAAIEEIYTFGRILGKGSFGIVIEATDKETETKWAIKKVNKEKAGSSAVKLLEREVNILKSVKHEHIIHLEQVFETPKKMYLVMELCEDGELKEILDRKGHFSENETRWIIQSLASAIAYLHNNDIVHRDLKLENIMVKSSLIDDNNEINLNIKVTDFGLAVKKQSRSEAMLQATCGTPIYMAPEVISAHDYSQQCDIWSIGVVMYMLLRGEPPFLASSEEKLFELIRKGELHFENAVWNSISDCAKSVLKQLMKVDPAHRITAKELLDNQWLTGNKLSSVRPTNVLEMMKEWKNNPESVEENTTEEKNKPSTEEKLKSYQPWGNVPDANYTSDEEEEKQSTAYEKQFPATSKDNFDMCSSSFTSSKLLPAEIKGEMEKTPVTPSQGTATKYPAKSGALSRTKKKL
The depositor's hits bear a star.

For CC(C)N1CCN(Cc2cccc3nonc23)CC1CCO (stereo not given) the results were OX1R FRET antag 16, KCNQ2 inh inactive and STK33 inh -0.9.
Screening COc1cccc(CC(=O)Nc2cc(C(F)(F)F)ccc2N2CCCC2)c1 returned OX1R FRET antag 19, KCNQ2 inh inactive and STK33 inh -2.1.
`CCOC(=O)CCCCC(=O)c1[nH]c(=O)[nH]c1CSCCO` gave OX1R FRET antag 16, KCNQ2 inh inactive and STK33 inh 1.7.
O=C(CNC(=O)c1ccc(Cl)c([N+](=O)[O-])c1)NCC1CCCO1 (stereo not given) was read as OX1R FRET antag 44, KCNQ2 inh inactive and STK33 inh -0.5.
Screening CCc1nnc(NS(=O)(=O)c2ccc(NC(=S)Nc3ccc(F)cc3)cc2)s1 returned OX1R FRET antag 7, KCNQ2 inh inactive and STK33 inh -3.3.
`CCN(CC)C(=O)Cn1nc(C)c2ccccc2c1=O` gave OX1R FRET antag 25, KCNQ2 inh inactive and STK33 inh 0.1.
`Cc1n[nH]c(=S)n1/N=C/c1c(O)ccc2ccccc12` gave OX1R FRET antag 30, KCNQ2 inh inactive and STK33 inh 1.1.
CSCC(=O)N1CCCC(CNC(=O)c2ccc(-c3ccccc3)cc2)C1 (stereo not given) was read as OX1R FRET antag 18, KCNQ2 inh inactive and STK33 inh -2.0.
Screening NS(=O)(=O)c1ccc(CCNS(=O)(=O)c2ccc3c(c2)NC(=O)CO3)cc1 returned OX1R FRET antag 5, KCNQ2 inh inactive and STK33 inh -2.4.
`O=C(COc1ccc(F)cc1)N/N=C/c1cccc2cccnc12` gave OX1R FRET antag 12, KCNQ2 inh inactive and STK33 inh 0.6.
O=C(CN1C(=O)COc2ccc(Cl)cc21)Nc1ccccn1 was read as OX1R FRET antag 3, KCNQ2 inh inactive and STK33 inh -0.4.
Cc1cc(OCC(=O)NCCc2ccc(S(N)(=O)=O)cc2)c2c(C)c(C)c(=O)oc2c1 was read as OX1R FRET antag 2, KCNQ2 inh inactive and STK33 inh -1.6.
Screening CCC(NS(=O)(=O)c1ccc2c(c1)Cc1cc(S(=O)(=O)NC(CC)C(=O)O)ccc1-2)C(=O)O (stereo not given) returned OX1R FRET antag 5, KCNQ2 inh inactive and STK33 inh 0.3.
For O=S(=O)(Cc1ccccc1)NCC1CCCO1 (stereo not given) the results were OX1R FRET antag 1, KCNQ2 inh inactive and STK33 inh 0.6.
Cc1cc(C)c(C)c(S(=O)(=O)N2CCC(C(=O)Nc3ccncc3)CC2)c1C was read as OX1R FRET antag 27, KCNQ2 inh inactive and STK33 inh -0.3.
Screening Cc1cccc(NC(=O)CSc2nnc(-c3ccncc3)n2CC2CCCO2)c1 (stereo not given) returned OX1R FRET antag 22, KCNQ2 inh inactive and STK33 inh -3.1.
`COc1ccc(-n2nc3c(c2NC(=O)C(C)Oc2ccccc2)CS(=O)C3)cc1` (stereo not given) gave OX1R FRET antag 10, KCNQ2 inh inactive and STK33 inh -0.9.
COC(=O)NC1CCC(NC(=O)OC)CC1 (stereo not given) was read as OX1R FRET antag 11, KCNQ2 inh inactive and STK33 inh -2.5.
CCOc1cc(/C=C/C(=O)N(CC)CC(=O)NCc2cccs2)cc(Cl)c1OC was read as OX1R FRET antag 21, KCNQ2 inh inactive and STK33 inh -0.5.
For CCOC(=O)c1sc(=NC(=O)COc2ccccc2)n(C)c1C the results were OX1R FRET antag 4, KCNQ2 inh inactive and STK33 inh 0.8.
CCOc1ccc(N2C(=O)CC(NNc3nc4ccccc4s3)C2=O)cc1 (stereo not given) was read as OX1R FRET antag 9, KCNQ2 inh inactive and STK33 inh 1.3.
Screening CCOC(=O)C1=C(C)S/C(=C\N(C)C)C1=O returned OX1R FRET antag -3, KCNQ2 inh inactive and STK33 inh -0.6.
For O=C(NCCCl)C1Cc2c(ccc3ccccc23)O1 (stereo not given) the results were OX1R FRET antag 7, KCNQ2 inh inactive and STK33 inh 1.3.
For CCOC(=O)N1CCN(C(=O)CN(C2CCCCC2)S(=O)(=O)c2c(C)cc(C)cc2C)CC1 the results were OX1R FRET antag 26, KCNQ2 inh inactive and STK33 inh -1.5.
Cc1nc(N2CCOCC2)nc(N2CCCCC2C)c1[N+](=O)[O-] (stereo not given) was read as OX1R FRET antag 12, KCNQ2 inh inactive and STK33 inh 0.3.
Screening CCN(CC)CCn1c2c(c(SCC(=O)Nc3ccc4c(c3)OCCO4)nc1=O)CCCC2 returned OX1R FRET antag 13, KCNQ2 inh inactive and STK33 inh 0.2.
Screening Cc1ccc(CCNC(=O)C2CCC(=O)N(Cc3ccccc3F)C2)o1 (stereo not given) returned OX1R FRET antag 10, KCNQ2 inh inactive and STK33 inh 0.1.
For Cc1nn(CC(=O)Nc2ccc3c(c2)OCO3)c(C)c1Cl the results were OX1R FRET antag 6, KCNQ2 inh inactive and STK33 inh -0.8.
Screening O=C(c1ccc(NS(=O)(=O)c2ccccc2)cc1)N1CCN(c2ccccc2)CC1 returned OX1R FRET antag 6 and STK33 inh -0.7.
`COc1ccc(C(=O)O/N=C2\CCCc3nonc32)cc1` gave OX1R FRET antag 21, KCNQ2 inh inactive and STK33 inh 2.8.
Screening Cc1nc2cc(N)ccc2n1-c1ccccc1 returned OX1R FRET antag 11, KCNQ2 inh inactive and STK33 inh -1.9.
For Cc1cc(=O)[nH]c(N/N=C/c2c(C)nn(-c3ccc(F)cc3)c2Cl)n1 the results were OX1R FRET antag 3, KCNQ2 inh inactive and STK33 inh -0.8.
For COc1cc2c(cc1OC)CN(C(=O)CCNC(=O)c1ccccc1Cl)CC2 the results were OX1R FRET antag 2 and STK33 inh -1.3.
`N#Cc1ccc(CN2CCN(C(=O)C3CC(=O)N(c4ccccc4F)C3)CC2)cc1` (stereo not given) gave OX1R FRET antag 6 and STK33 inh 0.5.
For O=C(c1ccc2c3c(cccc13)CC2)C1CCCN(Cc2ccccn2)C1 (stereo not given) the results were OX1R FRET antag 25, KCNQ2 inh inactive and STK33 inh -0.1.
COc1ccccc1CNC(=O)C1CCCN(S(=O)(=O)c2cccc3nonc23)C1 (stereo not given) was read as OX1R FRET antag 15, KCNQ2 inh inactive and STK33 inh 1.0.
Screening CCCCNC(=O)c1ccccc1NC(=O)CCSc1ccccc1 returned OX1R FRET antag 27, KCNQ2 inh inactive and STK33 inh -2.2.
`CN(CC(=O)NCc1ccco1)S(=O)(=O)c1cccc2cccnc12` gave OX1R FRET antag 7, KCNQ2 inh inactive and STK33 inh -0.5.
CN(C(=O)c1ccc(NC(=O)Cc2cccc(NC(=O)C3CCCN(C(=O)C4CCCCC4)C3)c2)cc1)C1CCCC1 (stereo not given) was read as OX1R FRET antag 3 and STK33 inh -0.1.
Screening Cc1cc(C)nc(SCC(=O)NCC2COc3ccccc3O2)n1 (stereo not given) returned OX1R FRET antag 10 and STK33 inh -2.1.
CC1=C(C)CC(C(=O)Nc2nccs2)C(C(=O)O)C1 (stereo not given) was read as OX1R FRET antag 11, KCNQ2 inh inactive and STK33 inh -0.6.
COc1ccc(CNC(=O)COC(=O)c2ccc(F)c(S(=O)(=O)N3CCCCC3)c2)cc1OC was read as OX1R FRET antag 3 and KCNQ2 inh inactive.
Screening Nc1c2c(nn1-c1ccc(C(=O)O)cc1)CNC2 returned OX1R FRET antag -3, KCNQ2 inh inactive and STK33 inh -1.1.
For CCOc1ccc(S(=O)(=O)N2Cc3ccccc3CC2C(=O)O)cc1 (stereo not given) the results were OX1R FRET antag 9, KCNQ2 inh inactive and STK33 inh -0.4.
Screening Cc1ccc(S(=O)(=O)/N=C(/c2ccc(F)cc2)N2CCOCC2)cc1 returned OX1R FRET antag 5, KCNQ2 inh inactive and STK33 inh -0.9.
C=CCOc1ccccc1CN1CCC(Cc2ccccc2)CC1 was read as OX1R FRET antag 7, KCNQ2 inh inactive and STK33 inh 0.9.
CC1(C)Cc2nc(Cl)c(C(N)=O)cc2CO1 was read as OX1R FRET antag 2, KCNQ2 inh inactive and STK33 inh 0.0.
`CC1CCN(C(=O)Cn2c(=O)n(Cc3ccco3)c(=O)c3sccc32)CC1` gave OX1R FRET antag 18, KCNQ2 inh inactive and STK33 inh 0.7.
`Cc1ccc(C)c(N(C)S(=O)(=O)c2cccc3nsnc23)c1` gave OX1R FRET antag 26, KCNQ2 inh inactive and STK33 inh 8.6.
O=C(Nc1cccc(Cl)c1)N(CCCN1CCOCC1)Cc1ccccc1F was read as OX1R FRET antag 17, KCNQ2 inh inactive and STK33 inh -1.4.
Screening CCN(CC)C(=O)Cn1cc(C(=O)C2CC2)c2ccccc21 returned OX1R FRET antag 18, KCNQ2 inh inactive and STK33 inh 0.5.
Screening O=C(NCc1ccc(F)cc1)c1ccc(Br)o1 returned OX1R FRET antag 8, KCNQ2 inh inactive and STK33 inh -1.5.
S=C(Nc1ccc(Br)cc1)NC1CCN(Cc2ccccc2)CC1 was read as OX1R FRET antag 0, KCNQ2 inh inactive and STK33 inh -0.3.
For Cc1ccc(NC(=O)CN(C)C(=O)c2cc3c(s2)CCCCC3)cc1 the results were OX1R FRET antag 12 and STK33 inh 0.4.
`Cc1cc(NC(=O)CN2CCC(O)(c3cccc(F)c3)CC2)no1` gave OX1R FRET antag 3, KCNQ2 inh inactive and STK33 inh -0.1.
For COc1ccc(-n2nc3ccccc3n2)cc1 the results were OX1R FRET antag 0, KCNQ2 inh inactive and STK33 inh -2.6.
`COC(=O)c1ccccc1N=Nc1c(C)noc1C` gave OX1R FRET antag 13, KCNQ2 inh inactive and STK33 inh -0.1.
CCc1ccccc1NC(=O)CSc1nc2[nH]c(=O)cc(O)c2s1 was read as OX1R FRET antag 14, KCNQ2 inh inactive and STK33 inh 0.8.
`Cc1ccc(C)c(NS(=O)(=O)c2csc(C(N)=O)c2)c1` gave OX1R FRET antag -1, KCNQ2 inh inactive and STK33 inh -1.2.
Cc1ccccc1NC(=O)Cn1nc(C)n2cccc2c1=O was read as OX1R FRET antag 1, KCNQ2 inh inactive and STK33 inh -1.0.
O=C(/C=C/c1ccccc1[N+](=O)[O-])NNC(=O)c1ccncc1 was read as OX1R FRET antag 21 and STK33 inh 1.2.
`CCC(C)NC(=O)CSc1nnc(-c2ccc(C(C)(C)C)cc2)n1C` (stereo not given) gave OX1R FRET antag 15, KCNQ2 inh inactive and STK33 inh -1.3.
Screening Cn1c(=O)oc2cc(S(=O)(=O)NCCC(=O)N3CCc4ccccc43)ccc21 returned OX1R FRET antag 1, KCNQ2 inh inactive and STK33 inh -1.5.
Cc1noc(C)c1COC(=O)c1cnc(Cl)c(Cl)c1 was read as OX1R FRET antag 10, KCNQ2 inh inactive and STK33 inh 1.1.
O=C(Nc1ccc(C(F)(F)F)cc1)c1cnc(N2CCN(c3ccccn3)CC2)c2ccccc12 was read as OX1R FRET antag 13, KCNQ2 inh inactive and STK33 inh -0.3.
CCOC(=O)c1cccc(NC(=O)CNS(=O)(=O)c2cccs2)c1 was read as OX1R FRET antag 30, KCNQ2 inh inactive and STK33 inh 0.3.
For COc1cc(OC)c(CNC2CCCCCC2)cc1Br the results were OX1R FRET antag 12 and KCNQ2 inh inactive.
Screening CC1(C)C(=O)Nc2ccccc2N1C(=O)CN1C(=O)NC(CCc2ccccc2)C1=O (stereo not given) returned OX1R FRET antag 7, KCNQ2 inh inactive and STK33 inh -1.0.
`CC1CCCN(CCC(=O)Nc2ccc(Br)cc2)C1` (stereo not given) gave OX1R FRET antag 4, KCNQ2 inh inactive and STK33 inh 12.
CCOC(=O)c1cc2c(=O)n3ccccc3nc2n(Cc2ccco2)c1=NC(=O)c1ccc(OC)cc1OC was read as OX1R FRET antag 29, KCNQ2 inh inactive and STK33 inh 0.3.
CC1C2NC(=O)N(Cc3ccccc3)C1(C)Oc1ccccc12 (stereo not given) was read as OX1R FRET antag 27, KCNQ2 inh inactive and STK33 inh -2.6.
CC(=O)Nc1ccc(NC(=O)COc2ccc(-c3ccccc3)cc2)cc1 was read as KCNQ2 inh inactive and STK33 inh -0.7.
Screening CC(OC(=O)c1snc(C(=O)NC2CCCCC2)c1N)C(=O)NC(C)(C)C (stereo not given) returned OX1R FRET antag 29, KCNQ2 inh inactive and STK33 inh 0.4.

A draw from above in order of heavy-atom count, low to high:
CC1C2NC(=O)N(Cc3ccccc3)C1(C)Oc1ccccc12 (stereo not given) was read as OX1R FRET antag 27, KCNQ2 inh inactive and STK33 inh -2.6.
Screening Cn1c(=O)oc2cc(S(=O)(=O)NCCC(=O)N3CCc4ccccc43)ccc21 returned OX1R FRET antag 1, KCNQ2 inh inactive and STK33 inh -1.5.
CCOC(=O)c1cc2c(=O)n3ccccc3nc2n(Cc2ccco2)c1=NC(=O)c1ccc(OC)cc1OC was read as OX1R FRET antag 29, KCNQ2 inh inactive and STK33 inh 0.3.

In the list so far, 7 have two or more sulfur atoms.
Screening CCc1nnc(NS(=O)(=O)c2ccc(NC(=S)Nc3ccc(F)cc3)cc2)s1 returned OX1R FRET antag 7, KCNQ2 inh inactive and STK33 inh -3.3.
Screening NS(=O)(=O)c1ccc(CCNS(=O)(=O)c2ccc3c(c2)NC(=O)CO3)cc1 returned OX1R FRET antag 5, KCNQ2 inh inactive and STK33 inh -2.4.
Screening CCC(NS(=O)(=O)c1ccc2c(c1)Cc1cc(S(=O)(=O)NC(CC)C(=O)O)ccc1-2)C(=O)O (stereo not given) returned OX1R FRET antag 5, KCNQ2 inh inactive and STK33 inh 0.3.
`Cc1ccc(C)c(N(C)S(=O)(=O)c2cccc3nsnc23)c1` gave OX1R FRET antag 26, KCNQ2 inh inactive and STK33 inh 8.6.
CCc1ccccc1NC(=O)CSc1nc2[nH]c(=O)cc(O)c2s1 was read as OX1R FRET antag 14, KCNQ2 inh inactive and STK33 inh 0.8.
`Cc1ccc(C)c(NS(=O)(=O)c2csc(C(N)=O)c2)c1` gave OX1R FRET antag -1, KCNQ2 inh inactive and STK33 inh -1.2.
CCOC(=O)c1cccc(NC(=O)CNS(=O)(=O)c2cccs2)c1 was read as OX1R FRET antag 30, KCNQ2 inh inactive and STK33 inh 0.3.
